# Screening data deposited in PubChem by several laboratories.
# NS5 inhibitors: Dengue-2 NS5 methyltransferase inhibitors, primary screen, biochemical, confirmation dose response (AID 588689) | Genome polyprotein (Dengue virus type 2 (strain 16681-PDK53)) | Dengue-2 NS5 methyltransferase capping enzyme assay, biochemical; higher % means a stronger effect | inhibition, % at 25 µM, or IC50 in µM where a hit was titrated | hit rate 0.3% among 340,000; in the data active means a potency from the dose series; inconclusive means inhibition above about 29% without an active follow-up result
# GPR35 antagonists: GPR35 antagonists blocking zaprinast-driven arrestin recruitment, primary screen, imaging, U2OS, beta-arrestin-GFP, zaprinast agonist (AID 2058); hit rate 0.052% among 290,000; one-dose inhibition, % at 10 µM; IC50 in µM for titrated hits; U2OS GPR35 beta-arrestin-GFP translocation imaging, zaprinast antagonism; higher % means a stronger effect;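 active means inhibition of at least 50% with at least 30 cells and total cytoplasm GFP at most 10,000,000; inconclusive means under 30 cells or total GFP of 10,000,000 plus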
# NTR1 ag: agonists of NTR1, primary screen, imaging, U2OS cells, beta-arrestin-GFP, high content (AID 493036); Neurotensin receptor type 1 (Homo sapiens), P30989; NTR1-U2OS beta-arrestin-GFP spot imaging, agonist mode; activation, % at 20 µM; hit rate 0.17% among 330,000;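 active means activation at or above 40% of the spot to cytoplasm intensity ratio, with at least 20 cells analyzed; inconclusive means wells under 20 cells, flagged as cytotoxic or low count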;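 further: 0% = DMSO without peptide and 100% = 100 nM NTR1 peptide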
# Target sequence (P30989 whole entry, looked up): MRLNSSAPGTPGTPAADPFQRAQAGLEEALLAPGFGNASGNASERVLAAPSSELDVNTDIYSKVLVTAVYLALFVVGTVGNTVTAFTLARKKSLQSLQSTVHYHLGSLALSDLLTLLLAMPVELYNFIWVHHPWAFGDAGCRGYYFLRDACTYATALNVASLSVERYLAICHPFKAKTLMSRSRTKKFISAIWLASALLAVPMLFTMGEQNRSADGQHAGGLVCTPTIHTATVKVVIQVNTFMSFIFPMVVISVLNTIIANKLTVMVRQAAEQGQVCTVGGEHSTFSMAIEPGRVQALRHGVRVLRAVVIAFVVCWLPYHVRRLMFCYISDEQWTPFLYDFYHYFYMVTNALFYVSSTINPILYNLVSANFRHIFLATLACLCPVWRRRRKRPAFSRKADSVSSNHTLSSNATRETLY
# Yfh1-depleted yeast: enhancers of respiration in Yfh1-depleted yeast, dose response, Friedreich's ataxia, plus single-dose screen (AID 1465). S. cerevisiae Yfh1-off respiration, WST-1 reduction, 72 h; higher fold induction means a stronger effect. fold induction at 50 µM, or EC50 in µM where a hit was titrated. hit rate 0.074% among 220,000;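 active means fold induction of absorbance versus untreated yeast above a set limit, then at least 30% activation at any dose in follow-up; inconclusive means repeats straddling the limit, or above it without dose testing; inactive means fold induction below the set limit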;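 further: activators that raise dye reduction in frataxin-depleted yeast; strong numbers were not always called active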
# Rac1 GTP hydrolysis: MgcRacGAP GTPase-activating activity inhibitors, confirmation, biochemical, ADP Hunter fluorescence; AID 624330, 2012; one-dose inhibition, % at 30 µM; IC50 in µM for titrated hits; hit rate 0.6% among 340,000; MgcRacGAP-stimulated Rac1 GTP hydrolysis, ADP Hunter fluorescence; higher % means a stronger effect; GST-tagged Rac1 F28L mutant substrate; Rac GTPase-activating protein 1 (Homo sapiens);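 active means first-screen hits whose inhibition reached a set limit at any dose in the follow-up dose series; inconclusive means inhibition above the set first-screen limit but never retested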;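 further: fluorescence reports GDP produced by GAP-driven GTP hydrolysis; strong numbers were not always called active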
# GPR55 LPI antagonism: GPR55 antagonists blocking LPI-driven arrestin recruitment, primary screen, imaging, U2OS, beta-arrestin-GFP, LPI agonist (AID 2013). hit rate 0.13% among 290,000. U2OS GPR55 beta-arrestin-GFP translocation imaging, LPI antagonism; higher % means a stronger effect. one-dose inhibition, % at 10 µM; IC50 in µM for titrated hits;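 active means spots per cell inhibited over 60%, with over 100 cells counted and total cytoplasm intensity under 500,000; inconclusive means wells with under 100 cells, flagged as likely toxic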;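 further: U2OS cells stably carrying GPR55 and arrestin-GFP stimulated by 5 µM LPI near EC80; imaged beta-arrestin-GFP aggregate spots per cell after agonist stimulation; plate controls were LPI-stimulated DMSO wells for no effect and DMSO wells without LPI for full effect; some results filed as inactive read as strong as hits; confirmed hits need IC50 under 10 µM and bright autofluorescent wells are also inconclusive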
# Large T inhibition: SV40 large T antigen inhibitors, biochemical (AID 1903); SV40 large T antigen ATPase/helicase inhibition assay; higher % means a stronger effect; hit rate 0.39% among 310,000; one-dose inhibition, % at 20 µM; IC50 in µM for titrated hits; in the data active means a potency from the dose series; inconclusive means inhibition mostly from about 32% at the one dose, without a potency; inactive means the rest, 99 in 100 with inhibition below about 32%; further: strong numbers were not always called active
# AID2073: inhibitors of Mint1-CaV2.2 protein interaction, biochemical, HTRF (AID 2073) | Voltage-dependent N-type calcium channel subunit alpha-1B (Homo sapiens) | HTRF protein-protein interaction, Mint1-CaV2.2; higher % means a stronger effect | inhibition, % at 20 µM, or IC50 in µM where a hit was titrated | hit rate 0.19% among 290,000; in the data active means inhibition mostly above about 51%, no sharp cut-off; inconclusive means no clear call, values can overlap the other calls; inactive means mostly below about 53%; further: some results filed as inactive read as strong as hits
# GPR55 beta-arrestin: GPR55 agonists via beta-arrestin recruitment, primary screen, imaging, U2OS cells, beta-arrestin-GFP redistribution (AID 1961); G-protein coupled receptor 55 (Homo sapiens); U2OS GPR55 beta-arrestin-GFP redistribution imaging; higher % means a stronger effect; hit rate 0.048% among 290,000; one-dose activation, % at 10 µM; EC50 in µM for titrated hits;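 active means activation above 40% with more than 50 cells counted in the well; inconclusive means wells holding fewer than 50 cells, flagged as toxic or sparse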;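 further: U2OS osteosarcoma cells stably expressing GPR55 and beta-arrestin-GFP; plate controls were DMSO negative control for no effect and LPI positive control for full effect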
# NTR1 ag cell count 20 µM: recorded beside NTR1 ag, whose call it bears; cell count; measured here: cell count, cytotoxicity flag
# NS5 inhibitors pilot replicate: also measured in NS5 inhibitors; calls as there; inhibition, %; measured here: pilot screen replicate inhibition
# An asterisk follows results filed as active; i = inactive; ? = inconclusive; . = not tested or not shown; & = joins results of further samples. Random draw from the library; about 1.7% have a hit in one of these screens.
SMILES,NS5 inhibitors,GPR35 antagonists,NTR1 ag,NTR1 ag cell count 20 µM,Yfh1-depleted yeast,Rac1 GTP hydrolysis,GPR55 LPI antagonism,Large T inhibition,AID2073,GPR55 beta-arrestin,others
Cn1nc(C(F)(F)F)c(C(=O)Nc2ccc(C(F)(F)F)cc2)c1Cl,-8%,18%,0.4,97,i,-2%,-14%,9%,42%,0.0%,
Cc1ccc(-c2nc(CS(=O)(=O)CC(=O)N3CCN(C)CC3)c(C)o2)cc1,-3%,-24%,1.3,58,.,5%,-1%,7%,7%,0.1%,
CCOc1ccccc1NC(=O)c1cc(S(=O)(=O)N2CCC3(CC2)OCCO3)ccc1F,-1%,9%,0.3,61,i,7%,19%,19%,1%,-0.2%,
CCCCOc1cccc(-c2nnc(NC(=O)CSc3ccc(C)cc3)s2)c1,4%,2%,0.3,76,i,7%,0%,4%,7%,-0.3%,
O=C(NCC1CCCO1)C1CC(=O)N(c2cccc(Cl)c2)C1 (stereo not drawn),-3%,1%,-0.4,50,.,-4%,6%,3%,11%,0.0%,
Cc1cc(C(=O)CSc2nnc(-c3ccc(OC(F)F)cc3)o2)c(C)n1Cc1cccs1,3%,6%,0.1,83,i,4%,-3%,20%,28%,0.4%,
CC(C)(C)C1CCC(=NNC(=O)c2ccco2)CC1 (stereo not drawn),-5%,3%,-0.9,68,.,6%,-9%,4%,8%,-0.1%,
CC(C)Nc1nc(SCC(N)=O)nc(N2CCOCC2)n1,0%,16%,1.0,43,i,12%,7%,-6%,-7%,-0.1%,
CCC(C)c1ccc(NC(=S)NCc2cccnc2)cc1 (stereo not drawn),-4%,6%,1.7,73,.,2%,6%,7%,-7%,0.3%,
N#CCO/N=C/C(=O)Nc1ccc(F)cc1F,-11%,-4%,-0.8,68,i,1%,0%,4%,0%,0.5%,
COc1ccc(-c2cn3ccc4ccccc4c3n2)cc1,-2%,-3%,-3.1,93,i,5%,8%,3%,12%,-0.2%,
COC(=O)C1(Cc2cc(-c3ccc([N+](=O)[O-])cc3)no2)CCN(C(=O)OC(C)(C)C)CC1,-2%,.,-0.8,66,.,1%,.,11%,.,.,
CCN(CC(=O)Nc1c(F)cccc1F)C(=O)C1CCCN(C(=O)c2ccc(Cl)cc2)C1 (stereo not drawn),1%,6%,0.8,73,.,3%,-3%,6%,4%,-0.2%,
CCCC1C(c2ccc(OC)cc2)C(C#N)(C#N)C2(C#N)CC1(N)NC2=O (stereo not drawn),5%,0%,-2.6,37,i,-3%,0%,19%,2%,-0.1%,
Cc1ccc(CNC(=O)CSc2nc3ccccc3[nH]2)cc1,.,-3%,-0.8,56,.,11%,-1%,5%,-8%,-0.2%,
O=S(=O)(c1ccc(F)c(F)c1)N1CCC2(CC1)OCCO2,-10%,0%,0.1,39,.,-1%,17%,13%,4%,0.0%,
Nc1cc([N+](=O)[O-])ccc1Nc1ccc(O)cc1,9%,11%,2.4,46,i,38µM*,-6%,23%,-13%,0.0%,
O=C(NC(=S)Nc1ccccc1Br)c1ccco1,-3%,4%,0.1,60,.,6%,-14%,15%,-5%,0.5%,
Cc1ccc(S(=O)(=O)N2CCC(=O)N(CCOC(=O)Nc3cccc(Cl)c3)CC2)cc1,-1%,-8%,0.3,72,i,7%,1%,2%,-7%,0.1%,
Cn1c(SCC(=O)NCCN2C(=O)CSC2=O)nnc1-c1ccccc1,3%,-10%,-0.2,58,i,9%,-5%,10%,-2%,-0.1%,
CN(CCc1ccccn1)Cc1ccc(Cl)cc1,-7%,-12%,2.2,88,i,24%,-9%,3%,-1%,-0.2%,
COc1ccc(CNc2cccc(C)n2)c(O)c1,.,15%,-0.1,67,.,12%,0%,14%,3%,0.3%,
CC(=O)N/C(=C\c1ccccc1)C(=O)OCC(=O)c1ccccc1,0%,.,-0.6,53,.,-5%,.,10%,.,.,
O=S(=O)(c1ccccc1)c1cc(O)ccc1O,4%,16%,-0.4,37,i,6%,13%,?,2%,-0.2%,
CCn1cc(C(=O)NCc2cccnc2)c2cc(OC)c(OC)cc2c1=O,1%,-6%,-1.1,87,i,7%,-4%,1%,3%,-0.1%,
CCOC(=O)c1sc(=S)sc1SCc1cccc(C(F)(F)F)c1,-4%,14%,1.7,34,i,6%,-15%,8%,-12%,0.3%,
COc1ccccc1/C=C/C=N/N1CCN(Cc2ccc(Cl)cc2)CC1,2%,4%,4.2,54,i,2%,-7%,7%,-27%,1.4%,
Cc1ccc(S(=O)(=O)c2nnn3c2nc(N2CCOCC2)c2ccccc23)cc1C,-2%,-16%,-0.4,74,.,9%,4%,6%,1%,-0.2%,
Cc1cc(C)n2nc(C(=O)Nc3nccs3)nc2n1,-4%,-18%,0.9,56,i,3%,-6%,-2%,3%,-0.4%,
Cc1nc2ccccc2c(=O)n1-c1ccc(NS(=O)(=O)c2ccccc2)cc1,5%,.,0.3,60,.,4%,.,-2%,.,.,
CC(C)CN(C#N)c1nc(N2CCOCC2)nc(N2CCOCC2)n1,5%,5%,-2.6,84,i,2%,14%,0%,-7%,0.2%,
O=C(Nc1ccc(NC(=O)c2ccc(Cl)cc2Cl)cc1)c1ccc2c(c1)OCO2,2%,-1%,-0.6,60,.,5%,6%,3%,29%,-0.1%,
O=C(Nc1cccc(Cl)c1N1CCCC1)c1ccc([N+](=O)[O-])o1,0%,-13%,10,62,i,-13%,7%,12%,-4%,0.4%,
CCOCCCNC(=O)CCc1ccc(S(=O)(=O)Nc2ccc(C)cc2)cc1,-7%,17%,1.1,38,i,7%,14%,8%,-13%,-0.2%,
CNC(=O)c1nc[nH]c1C(=O)NC,-3%,2%,-0.8,99,i,9%,2%,14%,0%,0.3%,
CCc1ccc(-c2cc(C)no2)cc1S(=O)(=O)N1CCOc2ccc(C)cc21,-7%,14%,4.8,65,.,15%,2%,9%,0%,-0.1%,
CC(C)NS(=O)(=O)c1ccc2c(c1)NCC2,5%,-11%,3.1,37,i,2%,5%,8%,3%,-0.3%,
CCn1c(=O)c2cc(C(=O)N3CCN(C)CC3)sc2c2ccccc21,1%,-3%,-1.2,54,i,8%,-5%,-2%,14%,-0.3%,
Cc1ccc(NC(=O)c2cc(=O)[nH]c3ccccc23)cc1,-2%,2%,-0.3,48,.,3%,1%,23%,1%,0.0%,
COc1ccc(S(=O)(=O)N(CCc2ccccc2)CC(N)=O)cc1,-1%,-5%,-0.1,97,i,2%,2%,-2%,-3%,-0.1%,
CCS(=O)(=O)c1ccc2c(c1)N(S(C)(=O)=O)CC(C(=O)NCc1ccccc1OC)O2 (stereo not drawn),-5%,1%,-0.8,105,i,-3%,5%,6%,22%,-0.1%,
CCOC(=O)c1c(C)n(C)c2c(C)cc(O)c(OC(C)=O)c12,3%,-4%,2.3,77,i,6%,-8%,1%,2%,-0.1%,
C=CCSc1nc2ccccc2[nH]1,-9%,16%,-0.9,51,i,0%,-5%,22%,3%,-0.3%,
O=C(NCc1cccc(Cl)c1)C1CCN(S(=O)(=O)c2ccc(F)cc2)CC1,-5%,0%,-0.2,74,.,9%,14%,-1%,4%,-0.1%,
CC(Oc1ccccc1)C(=O)Nc1cccc(NC(=O)c2ccco2)c1 (stereo not drawn),-10%,0%,0.3,55,i,15%,-17%,24%,4%,-0.1%,
COC(=O)c1ccc(COC(=O)c2ccccc2OC)cc1,0%,-3%,-0.4,85,i,-2%,-7%,-2%,4%,0.2%,
COc1ccc(C2C=C(C)Nc3ncnn32)cc1 (stereo not drawn),-6%,.,0.9,52,.,6%,.,2%,.,.,
CC(=O)c1cccc(NC(=S)NC(=O)c2ccccc2Br)c1,-6%,-7%,-2.4,57,i,-4%,13%,4%,-2%,0.4%,
CCC(=O)Nc1cc(-c2nn(C)c(=O)c3ccccc23)ccc1OC,-5%,4%,-1.8,47,i,5%,-3%,2%,3%,-0.1%,
COc1ccc(N=C2NC(=O)/C(=C/c3ccco3)S2)cc1,-26%,-2%,4.2,48,i,12%,-2%,0%,-14%,-0.2%,
Cc1nnc(N/N=C/c2ccc(Br)cc2)n1N,-5%,8%,0.4,62,.,10%,-3%,10%,-7%,-0.2%,NS5 inhibitors pilot replicate=0.9
COc1ccc(C(=O)O/N=C/c2c(C(F)(F)F)nn(C)c2SCc2ccccc2Cl)cc1,3%,6%,2.4,61,i,2%,32%,-2%,-6%,-0.1%,NS5 inhibitors pilot replicate=0.6
CC(=O)Nc1nnc(-c2ccco2)o1,-1%,1%,0.3,62,i,6%,8%,4%,9%,0.1%,
CCN1CCN(c2nnc(-c3ccc(C)cc3)c3ccccc23)CC1,-5%,-5%,0.7,80,.,8%,0%,3%,0%,0.0%,
COC(=O)c1ccccc1NC(=O)N1CCN(c2ccccc2)CC1,10%,-20%,1.9,78,i,0%,-23%,0%,14%,0.2%,
O=c1c(-c2ccc(F)cc2)[n+]([O-])c2ccccc2n1OCc1ccccn1,7%,-8%,-0.1,45,i,10%,0%,9%,4%,-0.1%,
COc1ccccc1N1CCN(CCN(C(=O)C2CCCCC2)c2ccccn2)CC1,-1%&1%,.,-3.0,57,.,3%&5%,.,27%,.,.,
O=S(=O)(c1cccs1)N1CCN(c2ccccc2)CC1,-5%,-2%,1.0,61,.,6%,3%,2%,-2%,0.0%,
C=CCN1C(=O)C(CC(=O)Nc2ccc(C)cc2)SC1=Nc1c(C)n(C)n(-c2ccccc2)c1=O (stereo not drawn),-8%,-14%,0.6,42,i,3%,2%,6%,5%,-0.1%,
CC1=C(c2ccc(Cl)cc2)[N+](=O)C(C)(C)N1[O-],3%,2%,0.4,88,i,17%,-21%,11%,-17%,-0.2%,
